Screening data: PubChem, several laboratories
Dynein transport – blocks dynein driven cargo transport along microtubules; 3617.4 mouse cells, GR-EGFP nuclear translocation imaging; test concentration mostly 20 µM; stimulated with dexamethasone, 1 µM; stronger effect = lower value; hit rate 0.47% among 220,000; z-score, hits read low;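 active = plate z-score of nuclear minus cytoplasmic receptor signal below a set negative limit, without overly bright fluorescence or cell loss, cut at about -3.5 in these data, passing the limit was not always enough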;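 note: z-score of nuclear minus cytoplasmic ring GR-EGFP intensity difference per well; some compounds called inactive have numbers as strong as hits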
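Schedule: 48 h induction, then 1 h compound, then 30 min agonist, 37 °C. Buffer or medium: tetracycline-free induction medium containing charcoal-stripped FBS. Reagent: 1.0 µM final dexamethasone stimulus. Evaluation: nuclear versus cytoplasmic GR-EGFP signal, averaged per well. Signal: high-content fluorescence imaging after fixation.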
Autophagy mod – modulators of autophagy | calls only at 10 µM (by protocol) | AID 463193 | MEF GFP-LC3 puncta imaging; test concentration mostly 10 µM | hit rate 0.98% among 190,000;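 active = percentage of spot-positive cells more than 3 SD above its plate mean, without a fluorescence outlier flag or 80% toxicity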;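 note: spot-positive cell cutoff set from DMSO-treated cells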
UTI89 phage lysis – protection from phage-mediated lysis, alamar blue read-out – E. coli UTI89, K1F phage, bacterial capsule biogenesis inhibitors (AID 488966); E. coli UTI89 K1F phage lysis, alamar blue, 2 h; higher % means a stronger effect; one-dose inhibition, % at 100 µM; IC50 in µM for titrated hits; hit rate 0.02% among 340,000;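 active = phage lysis inhibition, versus mean bacterial control, above a set limit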;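 note: capsule biogenesis inhibitors block K1F phage lysis so surviving cells raise fluorescence; higher fluorescence means more inhibition of phage lysis; actives were called in the ten point dose series up to 300 µM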
M17LAP inhibition – P. falciparum M17LAP inhibitors, primary screen, biochemical, fluorogenic H-Leu-NHMec substrate, 1536-well (AID 1619) | recombinant M17LAP, H-Leu-NHMec fluorogenic kinetic assay; higher % means a stronger effect | hit rate 0.38% among 220,000 | inhibition, % at 30 µM; hits with a dose series show IC50 in µM;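 active = compound inhibiting the enzyme by more than half at any dose during confirmatory dose-response retesting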;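 note: plate controls were full reaction with DMSO carrier for no effect and no enzyme background for full effect; strong numbers were not always called active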
bCat nuc transl – modulators of beta-catenin nuclear translocation | HeLa beta-catenin nuclear translocation, immunofluorescence imaging | nuclear translocation activity, % at 5 µM | hit rate 0.3% among 190,000 | AID 1665;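 active = nuclear translocation activity above 50% at 5 µM, with a well cell count of 50 or more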;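 note: per-cell ratio of nuclear to cytoplasmic median beta-catenin stain intensity; plate controls were DMSO negative control for no effect and GSK-3 inhibitor IX positive control for full effect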
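System: HeLa cells, endogenous beta-catenin; compound dosing: 5 µM primary single dose, 0.1% DMSO, 0.02–20 µM confirmation series; incubation: 24 h compound exposure at 37°C, 5% CO2; signal: beta-catenin immunofluorescence imaging with DAPI; evaluation: % activation, nuclear-to-cytoplasmic median beta-catenin signal ratio per cell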
M1AAP inhibition – P. falciparum M1AAP inhibitors, biochemical, fluorogenic H-Leu-NHMec substrate, 1536-well (AID 1445) | recombinant M1AAP, H-Leu-NHMec fluorogenic kinetic assay; higher % means a stronger effect | inhibition, % at 30 µM; hits with a dose series show IC50 in µM | hit rate 0.42% among 220,000;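 active = primary inhibition above the hit cutoff, then over 50% inhibition at one or more dose response concentrations, cut at about 23% in these data, passing the limit was not always enough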;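 note: plate controls were DMSO full reaction for no effect and no enzyme background for full effect; strong numbers were not always called active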
MT stabilizer – microtubule stabilizers in HeLa cells | % tubulin-high responders, % at 10 µM | HeLa tubulin immunostaining HCS, 24 h; share of cells brighter than vehicle mean+2SD | hit rate 0.83% among 200,000;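 active = plate Z-score above 3 for both tubulin-high and condensed-nucleus cell shares, with cell loss under 80%, at 10 µM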;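 note: anti alpha tubulin signal scored within the nucleus-defined area of each cell; some results filed as inactive read as strong as hits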
Insulin prom up – MIN6 insulin promoter up-regulation; MIN6 insulin promoter-GFP reporter, high-content imaging; stronger effect = higher value; z-score at 5 µM; hit rate 0.3% among 190,000; AID 1625;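 active = z-score above 3 at 5 µM with at least 500 cells counted in the well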
ER stress rescue – protection against thapsigargin-triggered cell killing – 384-well, CSM14.1, ATP luminescence, primary screen (AID 1222) | CSM14.1 thapsigargin-induced death rescue, ATP luminescence; higher % means a stronger effect | 190,000 tested, under 10 active | cellular ATP content (survival), % at 20 µM, or EC50 in µM where a hit was titrated;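 active = EC50 below 50 µM in the dose-response confirmation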;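 note: death triggered by thapsigargin at about 15 µM added after 2 h compound pretreatment; cell ATP read after overnight thapsigargin exposure of roughly 18 to 22 hours; normalized against plate controls of thapsigargin alone and 5% DMSO vehicle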
Dynein transport cytoplasmic EGFP – second read-out of Dynein transport, no call of its own (marks repeat the call); z-score; measured here: cytoplasmic GR-EGFP intensity; stronger effect = higher value
Dynein transport nuclear GR-EGFP – second read-out of Dynein transport, no call of its own (marks repeat the call); z-score; measured here: nuclear GR-EGFP intensity;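 lower value marks the stronger effect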
Dynein transport cell count – further read-out of Dynein transport, marked with its call; z-score; measured here: cell count per field
Insulin prom up cell count – second read-out of Insulin prom up, no call of its own (marks repeat the call); cell count; measured here: cytotoxicity, nuclei count;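 total cells summed across four imaged fields per well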
bCat nuc transl cell count 5 µM – also measured in bCat nuc transl; calls as there; cell count; measured here: cell count, cytotoxicity flag
MT stabilizer Hoechst-high % – further read-out of MT stabilizer, marked with its call; % Hoechst-high responders; measured here: nuclear condensation Hoechst responders;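 share of cells brighter than vehicle mean plus two SD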
MT stabilizer cytotoxicity % – second read-out of MT stabilizer, no call of its own (marks repeat the call); toxicity, %; measured here: cytotoxicity by cell density;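 0% = mean cell density of plate MIN control wells and 100% = no cells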
Autophagy mod cell loss 18 h – further read-out of Autophagy mod, marked with its call; toxicity, %; measured here: cell loss, nuclei count;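 cell loss after 18 h compound exposure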
An asterisk follows results filed as active; i = inactive; / = not tested or not shown; + = active, no number; [ ] = another dose, or the depositor's remark.

molecule	MT stabilizer	Dynein transport cytoplasmic EGFP	Autophagy mod cell loss 18 h	UTI89 phage lysis	Insulin prom up	bCat nuc transl cell count 5 µM	M1AAP inhibition	Insulin prom up cell count	M17LAP inhibition	bCat nuc transl	ER stress rescue	MT stabilizer cytotoxicity %	Dynein transport	MT stabilizer Hoechst-high %	Autophagy mod	Dynein transport cell count	Dynein transport nuclear GR-EGFP
Cc1cc([N+](=O)[O-])nn1CCCC(=O)NCc1ccc(F)cc1	1.7	-0.15	8	0.3%	-0.26	1101	1%	1056	10%	2.8	2.0%	4.9	-1.2	1.9	i	0.38	-0.62
O=C(CN1CCC(n2nnc3ccccc32)CC1)Nc1ccc2c(c1)CCC2	1.4	0.068	-2	0.5%	-0.43	1086	7%	1797	40%	1.4	-2.0%	18	-0.37	2.5	i	-0.28	0.23
O=C1N/C(=C\c2ccc(O)cc2)C(=O)c2ccccc21	1.9	-0.18	-36	0.7%	-0.6	1396	6%	1297	4%	-1.8	0.0%	9.5	-0.18	1.2	i	0.2	0.4
O=C1C(=O)N(Cc2ccccc2)C(=O)N1CCOc1ccccc1	4.4	-0.13	9	/	-0.18	976	-8%	1443	-5%	-3.4	0.3%	3.3	1.5	2.7	i	-1.5	0.99
O=C(CSc1nc2ccccc2n1S(=O)(=O)c1cccc([N+](=O)[O-])c1)NCc1cccs1	4.3	-0.26	10	2.5%	-0.13	1021	2%	1475	8%	2.2	-2.4%	1.7	0.64	2.7	i	-0.002	0.11
CCCCNC(=O)Nc1nc(SCC(=O)OCC)n[nH]1	3.0	-0.19	6	1.2%	0.43	1141	-1%	1409	7%	-0.2	-1.6%	8.9	-0.53	2.6	i	0.5	-0.11
O=C(CSC1=NCCS1)c1ccc(Cl)cc1	2.9	-0.3	0	-3.2%	-0.03	894	-1%	1369	-2%	4.0	-0.8%	2.6	-0.68	2.2	i	0.4	0.025
O=C(c1ccco1)N1CCN(C(=O)c2cc3c(=O)oc4ccccc4c3s2)CC1	4.4	-0.094	3.5*	0.8%	0.51	1391	7%	1566	-3%	0.3	-1.9%	7.2	-0.56	1.1	+	1.5	-0.066
O=C(NN1CC(=O)N(c2cc(Cl)cc(Cl)c2)CC1=O)c1sccc1Cl	/	-0.29	/	/	0.05	1299	1%	973	9%	-0.3	/	/	-0.058	/	/	0.35	0.38
O=c1c2ccccc2nc(SCc2ccccc2)n1Cc1ccco1	5.4	-0.3	-31	0.2%	0.7	807	2%	1040	4%	-1.2	5.2%	7.4	-0.24	4.6	i	-0.027	-0.042
O=C(COc1cccnc1[N+](=O)[O-])Nc1ccc(N2CCOCC2)cc1	2.3	-0.22	10	-0.1%	0.15	863	1%	1530	5%	-0.5	1.8%	5.0	-0.57	1.2	i	0.12	-0.22
CC(C(=O)NC1CCCC1)N(C(=O)c1snc(C(N)=O)c1N)c1ccc2c(c1)OCCO2 (stereo unspecified)	5.4	-0.31	-7	0.1%	-1.2	1381	6%	1409	15%	-0.3	-1.3%	4.9	-0.21	3.8	i	0.33	-0.16
COc1cc(OC)cc(C(=O)N2CCN(C(=O)c3cccc(F)c3)CC2)c1	1.5	-0.25	-1	0.7%	0.52	1147	-3%	1045	-9%	0.3	-2.8%	28	-0.82	0.1	i	-0.045	-0.17
CC(C)C(CCN1C(=O)c2ccccc2C1=O)c1ccco1 (stereo unspecified)	1.9	0.55	-12	0.0%	0.68	/	3%	808	-1%	/	-1.1%	5.8	-0.58	1.6	i	-0.0076	-0.11
Clc1ccc2nc(CSCc3ccccc3)cn2c1	2.8	-0.31	-5	0.3%	-0.13	1103	10%	1093	21%	0.9	-0.8%	7.0	0.86	3.6	i	-0.84	0.95
C=CCNC(=O)C(C)N1C(=O)c2ccccc2C1=O (stereo unspecified)	2.5	-0.24	-2	0.0%	0.23	/	6%	1197	-3%	/	-2.5%	12	0.44	1.7	i	0.32	0.4
CCOC(=O)c1c(C)n(C)c2ccc(OC(C)=O)cc12	3.4	-0.24	-13	0.2%	/	554	4%	/	-3%	-3.2	-5.2%	4.7	0.13	2.1	i	0.26	0.085
CCOc1ccc(/C=C/C(=O)NCc2ccccc2)cc1	2.8	-0.19	10	0.0%	-0.65	982	4%	1404	2%	-1.6	-4.3%	9.6	-0.58	3.3	i	0.78	-0.12
Cc1cc(-c2cc(-c3ccc(Cl)cc3)nc(N)c2C#N)co1	5.5	-0.13	-10	-0.4%	/	/	7%	/	-6%	/	-3.4%	6.8	-1.7	3.8	i	0.81	-0.71
c1ccc(Sc2ncnc3c2oc2ccccc23)nc1	4.9	0.3	5	0.0%	0.49	1107	1%	1036	0%	4.2	-2.5%	0.6	0.63	3.8	i	0.22	0.63
O=[N+]([O-])c1ccc(Oc2cccc3cccnc23)c([N+](=O)[O-])c1	7.2	0.27	12	1.8%	-0.29	481	7%	1192	0%	3.2	-0.8%	4.0	-0.32	1.9	i	-0.91	-0.02
CCN(Cc1ccccc1)C(c1cc2cc(C)ccc2[nH]c1=O)c1nnnn1CCOC (stereo unspecified)	1.9	-0.17	-49	-0.4%	-0.11	954	14%	1107	4%	-3.3	-0.2%	9.0	0.2	1.6	i	-0.47	0.086
COC(=O)[C@@H](NC(=O)NCc1ccco1)C(C)C	5.5	-0.29	17	-1.6%	-0.36	1185	3%	856	7%	-6.1	-1.0%	6.0	-0.95	3.0	i	0.23	-1.1
O=C(CCN1CCN(c2ccc(F)cc2)CC1)Nc1ccccc1F	2.2	-0.19	2	0.2%	-0.37	/	-1%	1192	-6%	/	-3.0%	3.8	0.52	1.6	i	-1.3	0.54
CCOC(=O)c1c(/N=C/C2=C(O)CC(C)(C)CC2=O)sc2c1CCCC2	/	-0.23	/	/	-0.36	1218	8%	1498	0%	-4.2	/	/	0.61	/	/	-0.36	0.055
CC(=O)N1N=C(c2c(-c3ccccc3)c3cc(C)ccc3[nH]c2=O)CC1c1ccco1 (stereo unspecified)	1.6	-0.29	9	3.8%	-0.92	545	20%	1173	5%	-4.5	-0.8%	13	-0.55	2.8	i	0.81	-0.59
c1ccc(CN=C2NN=C(c3ccccc3)CS2)cc1	9.1	-0.2	-5	1.6%	-0.2	1043	10%	1284	1%	-0.8	-0.6%	10.0	0.28	1.7	i	-1.7	0.43
COC(=O)c1nnn(CC(=O)NC(=O)Nc2c(C)cccc2C)c1C(=O)OC	4.7	-0.34	2	1.1%[50 µM]	1.1	571	5%	1386	14%	0.4	-0.9%	7.1	-0.52	2.9	i	0.71	-0.58
Cc1ccc(/C=N/NC(=O)CN2CCN(Cc3ccccc3)CC2)s1	/	-0.25	/	-1.0%	0	970	-1%	1366	8%	6.1	/	/	0.19	/	/	0.075	0.14
Cc1cccc2nc(CSc3nc4ccccc4[nH]3)cn12	2.2	-0.1	-1	0.3%	0.23	1086	-8%	1201	-4%	-2.7	-0.7%	15	1.5	2.5	i	-1	0.32

(continued)
molecule	MT stabilizer	Dynein transport cytoplasmic EGFP	Autophagy mod cell loss 18 h	UTI89 phage lysis	Insulin prom up	bCat nuc transl cell count 5 µM	M1AAP inhibition	Insulin prom up cell count	M17LAP inhibition	bCat nuc transl	ER stress rescue	MT stabilizer cytotoxicity %	Dynein transport	MT stabilizer Hoechst-high %	Autophagy mod	Dynein transport cell count	Dynein transport nuclear GR-EGFP
CCc1ccc2c(c1)CCCN2C(=O)c1ccccc1C(=O)O	3.5	-0.27	-58	-0.1%	-5.3	1117	13%	927	8%	0.1	-1.4%	7.8	-0.84	2.9	i	0.49	-0.45
CC(C)C(=O)Nc1cccc(-c2cn3ccccc3n2)c1	3.1	-0.23	-7	7.3%	0.28	1147	0%	1310	-8%	-2.4	-3.5%	1.5	-0.4	1.6	i	0.48	-0.06
O=C(COC(=O)c1cccs1)c1ccc2ccccc2c1	2.1	-0.22	4	5.1%	/	467	1%	/	-12%	-1.0	-1.9%	0.9	0.18	1.5	i	-0.14	0.44
Oc1cc2ccccc2cc1-c1nnc2n1-c1ccccc1SC2	2.5	0.28	-3	2.2%	-0.24	963	2%	1260	-2%	-0.4	-2.0%	6.5	2	2.0	i	-1.5	1.7
O=C(Cn1cnc2sc(-c3ccccc3)cc2c1=O)N1CCOCC1	3.9	0.036	-7	0.5%	0.11	/	2%	1308	-3%	/	-2.4%	3.5	0.16	2.7	i	-0.04	0.52
Cc1cc(Cl)c(S(=O)(=O)N/N=C/c2ccc3c(c2)OCO3)c(Cl)c1	0.7	-0.23	6	3.5%	0.42	1246	2%	1558	4%	-0.6	-1.3%	3.6	0.13	1.2	i	0.24	-0.091
O=C(CNC(=O)c1ccc(Br)cc1)NCC(=O)OCC(=O)c1ccccc1	3.0	-0.36	6	-0.6%	-0.35	1048	14%	1154	-2%	0.1	0.9%	4.7	-0.56	3.0	i	1.1	-0.23
CCOC(=O)CSc1nnc(CNC(=O)c2ccccc2OC)n1-c1ccc(OC)cc1	1.4	-0.2	-1	0.4%	1.9	836	-4%	1561	1%	-1.5	-0.8%	0.2	-0.82	0.9	i	0.45	-0.38
